# Screening data from PubChem.
# N370S GC: qHTS Assay for Inhibitors and Activators of N370S glucocerebrosidase as a Potential Chaperone Treatment of Gaucher Disease; 330,000 tested, 0.092% active; N370S GC spleen homogenate, 4MU-glucoside fluorescence; Potency, µM (top dose mostly 59.4 µM), inactives show at the top dose activity change, negative = inhibition, usual class: inhibitors;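 also: 0% = full enzyme activity and -100% = no enzyme basal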
# FEN1 inh: qHTS Assay for the Inhibitors of Human Flap endonuclease 1 (FEN1); P39748; Recombinant FEN1 flap cleavage, fluorescence, 15 min; Potency, µM (series often up to 114 µM), for the others: at the highest dose activity change, negative = inhibition, most hits filed as inhibitors; 390,000 tested, 0.35% active; AID 588795, 2011; also: nearly all actives have a fitted effect of over 65% in size
# Target sequence (P39748 whole entry, looked up): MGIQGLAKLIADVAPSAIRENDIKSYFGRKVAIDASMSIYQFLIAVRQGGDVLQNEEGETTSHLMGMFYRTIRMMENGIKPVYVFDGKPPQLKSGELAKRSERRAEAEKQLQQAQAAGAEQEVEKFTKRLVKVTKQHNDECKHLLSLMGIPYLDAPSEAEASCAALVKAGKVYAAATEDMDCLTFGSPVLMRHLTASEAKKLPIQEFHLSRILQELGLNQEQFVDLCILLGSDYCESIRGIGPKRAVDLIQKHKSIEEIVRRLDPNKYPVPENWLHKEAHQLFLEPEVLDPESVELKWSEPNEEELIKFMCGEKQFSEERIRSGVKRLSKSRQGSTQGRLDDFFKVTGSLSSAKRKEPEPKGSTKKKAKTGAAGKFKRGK
#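 Nuclease activity of 10 nM FEN1 was measured after 15 min of room-temperature exposure to titrated compounds, by adding 50 nM flap substrate and reading plates at 0 and 15 min.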
# TDP1 inh: qHTS Assay for Inhibitors of Tyrosyl-DNA Phosphodiesterase (TDP1); recombinant TDP1, AlphaScreen DNA substrate cleavage; Potency, µM (titrated, usually from 130 µM), without a hit: at the top dose activity change, negative = inhibition, most hits filed as inhibitors; 350,000 tested, 0.28% active; AID 485290, 2010; also: nearly all actives have a fitted effect of over 40% in size
# Target sequence (Q9NUW8 whole entry, looked up): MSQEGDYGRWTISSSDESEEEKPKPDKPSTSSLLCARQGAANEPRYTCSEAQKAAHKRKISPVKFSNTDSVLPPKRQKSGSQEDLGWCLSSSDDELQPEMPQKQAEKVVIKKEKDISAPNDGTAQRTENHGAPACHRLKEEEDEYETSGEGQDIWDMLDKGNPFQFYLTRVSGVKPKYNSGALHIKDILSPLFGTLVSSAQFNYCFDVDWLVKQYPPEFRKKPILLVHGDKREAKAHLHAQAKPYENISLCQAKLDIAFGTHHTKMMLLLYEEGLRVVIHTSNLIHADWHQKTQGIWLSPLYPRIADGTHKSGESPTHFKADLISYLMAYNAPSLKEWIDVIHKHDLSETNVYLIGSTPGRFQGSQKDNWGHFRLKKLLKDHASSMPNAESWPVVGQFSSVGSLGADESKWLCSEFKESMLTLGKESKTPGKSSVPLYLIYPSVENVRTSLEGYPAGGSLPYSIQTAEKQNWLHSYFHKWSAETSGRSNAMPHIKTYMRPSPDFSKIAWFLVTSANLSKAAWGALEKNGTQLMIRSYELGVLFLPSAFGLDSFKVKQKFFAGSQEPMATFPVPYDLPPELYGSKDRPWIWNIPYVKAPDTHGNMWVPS
#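 Steps: enzyme plus compound, 15 min RT; add biotin/phosphotyrosine-FITC oligonucleotide (15 nM final), react 5 min; add donor/acceptor beads (10 ug/ml final), 10 min; read AlphaScreen. Tdp1 at 1 nM final.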
# * hit, by the source's call; ? = inconclusive; / = no result given; & = joins results of further samples; [ ] = remark or other dose. Calls follow the shape of the dose curve; as a rule, active = well fitted curve in the direction sought with a large enough effect; inconclusive = small, poorly fitted or top-dose-only effect, or another doubt; inactive = no such curve, though single readings can be large; an effect the other way counts as inactive or inconclusive. Unless noted, % is scaled to controls: 0 for no effect and ±100 for the full control effect; potency is read from the fitted curve at half-maximal effect.
TDP1 inh,N370S GC,FEN1 inh,structure
2%,8%,-14%,CCOC(=O)C1=C(C)N(c2ccccc2)C(=O)/C1=C\c1ccco1
3%,2%,5%,CCOC(=O)c1cn(Cc2cccc(Cl)c2)nn1
3%,/,16%,Oc1c(C(c2ccc(Cl)cc2)N2CCOCC2)sc2nc(-c3ccco3)nn12 (stereo not given)
5%,4%,-3%,CCC(=O)Nc1nnc(SCC(=O)Nc2ccc(F)cc2)s1
8%,-1%,2%,CC1(C)Cc2c(sc3nc(SCC(=O)N4CCOCC4)nc(N)c23)CO1
2%,-2%,1%,Cc1ccc(NC(=O)CSCc2c(C)noc2C)cc1C
3%,-17%,-6%,CN(C)CCN(Cc1ccccc1)S(=O)(=O)c1ccc(-c2ccc(=O)[nH]n2)s1
6%,/,-7%,CCc1ccc(NC(=O)COCc2cc(-c3ccc(F)cc3)on2)cc1
3%,1%,2%,COc1cccc(CN(C)C(=O)c2csc3c2CCCC3)c1OC
2%,0%,14%,NC(=O)N/N=C/c1c(Sc2nnnn2-c2ccccc2)nc2ccccn2c1=O
1%,2%,2%,CC(C)(C)Nc1nc(Cl)nc(Nc2ccccc2)n1
9%,9%,2%,O=Cc1c(N2CCCCC2)nc2ccccn2c1=O
-3%,/,?,CCOc1ncccc1C(=O)Nc1cc2c(cc1Br)OCCO2
9%,8%,-6%,Cc1ccc(C)n1NC(=O)c1ccccc1Cl
/,1%,1%,O=S(=O)(NCc1ccccn1)c1ccc2ccccc2c1
8%,/,-10%,O=C(Nc1cccc(C(F)(F)F)c1)N1CC2CCCN2c2ccccc21 (stereo not given)
2%,0%,-15%,CCOc1ccc(NC(=O)COC(=O)COc2cccc3c2OC(C)(C)C3)cc1
/,-7%,0%,COc1ccccc1NC(=O)C/C(C)=N/NC(=O)c1ccccn1
3%,/,7%,CC(C)N(Cc1ccccc1)C(=O)Cn1ncc2c3ccccc3n(Cc3ccccc3)c2c1=O
4%,15%,-13%,Clc1ccc(-c2ccnc(Oc3cc(Cl)ccc3Cl)n2)cc1
1%,?,3%,O=[N+]([O-])c1cc([N+](=O)[O-])c(Oc2cc(F)cc(F)c2)cc1NN1CCCCC1
6%,-15%,2%,COC(=O)c1ccc(CN2CCN(CC=C(C)C)C(CCO)C2)cc1 (stereo not given)
5%,/,-27%,CCOc1cccc(NC(=O)C2CC(=O)N(C)C(=Nc3ccc(F)cc3)S2)c1 (stereo not given)
0%,1%,10%,Fc1cccc(CSc2ncnc3c2oc2ccccc23)c1
0%,/,-9%,CC(NC(=O)CN(C)S(=O)(=O)c1ccc(F)cc1)C1CC2CCC1C2 (stereo not given)

# Reformatted with tabs: 19 of the compounds above
canonical_smiles	TDP1 inh	N370S GC	FEN1 inh
CCOC(=O)c1cn(Cc2cccc(Cl)c2)nn1	3%	2%	5%
Oc1c(C(c2ccc(Cl)cc2)N2CCOCC2)sc2nc(-c3ccco3)nn12 (stereo not given)	3%	/	16%
CCC(=O)Nc1nnc(SCC(=O)Nc2ccc(F)cc2)s1	5%	4%	-3%
CC1(C)Cc2c(sc3nc(SCC(=O)N4CCOCC4)nc(N)c23)CO1	8%	-1%	2%
Cc1ccc(NC(=O)CSCc2c(C)noc2C)cc1C	2%	-2%	1%
CN(C)CCN(Cc1ccccc1)S(=O)(=O)c1ccc(-c2ccc(=O)[nH]n2)s1	3%	-17%	-6%
CCc1ccc(NC(=O)COCc2cc(-c3ccc(F)cc3)on2)cc1	6%	/	-7%
COc1cccc(CN(C)C(=O)c2csc3c2CCCC3)c1OC	3%	1%	2%
NC(=O)N/N=C/c1c(Sc2nnnn2-c2ccccc2)nc2ccccn2c1=O	2%	0%	14%
CC(C)(C)Nc1nc(Cl)nc(Nc2ccccc2)n1	1%	2%	2%
O=Cc1c(N2CCCCC2)nc2ccccn2c1=O	9%	9%	2%
CCOc1ncccc1C(=O)Nc1cc2c(cc1Br)OCCO2	-3%	/	?
Cc1ccc(C)n1NC(=O)c1ccccc1Cl	9%	8%	-6%
O=S(=O)(NCc1ccccn1)c1ccc2ccccc2c1	/	1%	1%
O=C(Nc1cccc(C(F)(F)F)c1)N1CC2CCCN2c2ccccc21 (stereo not given)	8%	/	-10%
CCOc1ccc(NC(=O)COC(=O)COc2cccc3c2OC(C)(C)C3)cc1	2%	0%	-15%
COc1ccccc1NC(=O)C/C(C)=N/NC(=O)c1ccccn1	/	-7%	0%
CC(C)N(Cc1ccccc1)C(=O)Cn1ncc2c3ccccc3n(Cc3ccccc3)c2c1=O	3%	/	7%
Clc1ccc(-c2ccnc(Oc3cc(Cl)ccc3Cl)n2)cc1	4%	15%	-13%

# (list continues)
TDP1 inh,N370S GC,FEN1 inh,structure
3%,-5%,5%,CCCCC(=O)Nc1ccc(NC(=S)NC(=O)CC)cc1OC
7%,/,6%,Cc1ccccc1Cn1c(SCc2ccc(C(=O)NCc3cccs3)cc2)nc2ccncc21
2%,0%,-10%,NC(=O)NC(=O)COC(=O)/C=C/c1cccs1
0%,-4%,7%,CCN(CC)CC(O)Cn1c(-c2ccccc2Cl)nc2ccccc21 (stereo not given)
6%,-3%,-3%,Cc1ccc(C(=O)CSc2ncn[nH]2)cc1
-9%,18%,-18%,CN(Cc1ccccc1)C(=O)COC(=O)c1cc(-c2ccc(Cl)s2)nc2ccccc12
-11%,-16%,6%,CCn1nnc2cc(C(=O)O)ccc21
-3%,?,-21%,CCN1c2ccccc2-c2nc3ccccc3n2C1c1cccs1 (stereo not given)
0%,12%,2%,Cc1c(Cl)cccc1NC(CC(=O)c1ccccc1)C(=O)OCC(=O)c1cccs1 (stereo not given)
/,?,2%,COC(=O)c1cccc(NC(=S)Nc2ccccc2Cl)c1
3%&2%,-17%,?,CCc1nc2ccc(C(=O)N3CCN(c4ccc(Cl)cc4)CC3)cc2nc1CC
3%,-8%,0%,Cc1cc(N/C=C(\C#N)S(=O)(=O)c2ccccc2Cl)nc(C)n1
6%,8%,1%,Cc1onc(-c2c(F)cccc2Cl)c1C(=O)Nc1nnc(-c2ccccc2)s1
2%,-6%,-10%,N#CC1(P(=O)(c2ccccc2)c2ccccc2)CC1
-3%,-1%,-7%,COc1ccc(C(=O)/C=C/Nc2ccc([N+](=O)[O-])cc2C)c(OC)c1
/,-9%,2%,CCOC(=O)N1CCN(C(=S)NC(=O)C2CCCC2)CC1
7%,-5%,-3%,Cc1nc(Nc2ccc(F)cc2)nc(Nc2ccc(F)cc2)c1[N+](=O)[O-]
9%[12.3 µM],-5%[12.8 µM],/,C[C@H]1Cc2c(COc3ccccc3)nc3c(c2CO1)CN(C(=O)c1cc(I)ccc1F)CC3
4%,-7%,0%,Cc1ccc(OCCC(=O)NNC(=O)c2cc(C)oc2C)cc1
3%,-2%,16%,O=C(Nc1nccs1)c1ccc(Br)s1
-1%[56.1 µM],/,1%,CN1CCN(C(=O)c2cccc(NS(=O)(=O)c3ccc(Br)cc3)c2)CC1
13%,-15%,22%,COc1ccc(Cl)cc1C(=O)NNC(=S)NC(=O)/C=C/c1ccco1
3%,0%,8%,COCc1nnc(NC(=O)c2ccccc2[N+](=O)[O-])s1
-3%,-25%,-6%,Cc1cc(NC(=O)c2cccs2)ccc1NC(=O)Cc1ccccc1
-1%,9%[2.35 µM],1%,Cc1cc(C)n(-c2ccn(Cc3ccc(Cl)cc3Cl)c(=O)n2)n1

# New compounds follow:
TDP1 inh,N370S GC,FEN1 inh,structure
2%,-3%,3%,CCc1noc(C)c1C(=O)Nc1ccc(C(F)(F)F)cc1
-2%,-2%,-1%,COCCCN1C(=O)C(=O)/C(=C(/O)c2ccc(OC(C)C)cc2)C1c1ccncc1 (stereo not given)
0%,?,-12%,Cc1cc(C)c2c(n1)nn1c(N3CCN(Cc4ccccc4)CC3)cc(C)nc21
2%,0%,-9%,Cc1cccc(N(CC(=O)N2CCN(c3ccc(F)cc3)CC2)S(C)(=O)=O)c1C
19%[56.1 µM],5%,?,O=C(NCc1cccs1)c1nc2c(nnn2Cc2ccccc2Cl)c(=O)[nH]1
4%,7%,-9%,Cc1cc(C(=O)C(=O)N(C)C)c(C)n1-c1ccc(Cl)c(Cl)c1
9%,-2%,-2%,C=CCn1c(SCC(=O)Nc2cccc3ccccc23)nc(O)c(CC)c1=O
5%,-2%,5%,O=C(CSc1nnc(-c2cccc(F)c2)o1)NC1CCCC1
5%,/,14%,CCOC(=O)CCCCCC(=O)Nc1ccc2c(c1)CC(=O)N([C@@H](C)CO)C[C@H](C)[C@@H](CN(C)C(=O)Nc1ccc3c(c1)OCO3)O2
3%,6%,-1%,S=C(NCCCc1ccccc1)Nc1ccccc1
3%,16%,1%,COCCN(CC(=O)Nc1ccccc1C)S(=O)(=O)c1ccc(S(=O)(=O)N2CCCC2)cc1
3%,6%,-2%,O=S(=O)(c1ccc(F)cc1)N1CCN(C(=S)NC2CCCC2)CC1
2%,5%,-2%,CC1(C)CC(=O)C2=C(C1)OC(=O)C2(NC(=O)c1cccs1)C(F)(F)F (stereo not given)
7%,0%,2%,CCCCC(=O)Nc1cc(C(=O)NCCc2ccccc2)ccc1Cl
4%,2%,7%,COc1ccc(NC(=O)Cn2nnc(-c3ccccc3F)n2)cc1
/,-14%,-13%,COc1ccc(C(CCN)c2ccc3c(c2)OCO3)cc1 (stereo not given)
2%,-9%,-8%,Cc1ccc(S(=O)(=O)N(CC(=O)NCCSc2ccccn2)c2ccccc2F)cc1
-12%,-24%,0%,Fc1ccc(-c2cc(C(F)(F)F)n3ncnc3n2)cc1
2%,-19%,14%,O=[N+]([O-])c1cc(/C=N/n2cnnc2)ccc1N1CCCC1
-1%,18%,0%,O=C(NC(Cc1ccccc1)C(=O)O)c1ccc(S(=O)(=O)N2CCCCC2)cc1 (stereo not given)
5%,-7%,-2%,Cc1cccc(C)c1NC(=S)N(c1ccccc1)C(C)C
6%,/,-11%,Cn1c(-c2cccc(Br)c2)cnc1NCc1cccc(F)c1
3%,-20%,-5%,Cc1ccn(CC(=O)NC2CC(C)(C)Cc3c2cnn3-c2ccc(F)cc2)n1 (stereo not given)
4%,8%,-16%,COc1ccc(S(=O)(=O)N(C)CC(=O)Nc2ccccc2C(F)(F)F)cc1Cl
-4%,/,-1%,Cc1cc(C)nc(NC(=O)Nc2ccccc2C(F)(F)F)n1

# The list continues:
TDP1 inh,N370S GC,FEN1 inh,structure
-4%,0%,12%,CCCNC(=O)COC(=O)CCC(=O)c1cccs1
0%,5%,-7%,COCCCNC(=O)CN(c1cc(Cl)ccc1OC)S(=O)(=O)c1ccc(C)c([N+](=O)[O-])c1
-3%,-2%,-24%,CC(=O)n1nc(-c2ccco2)nc1SCc1ccccc1
-5%,?,-24%,O=C(COc1ccccc1-c1ccccc1)NCc1cccc(Cl)c1
9%,/,-2%,CC(C)Oc1ccc(CNC(=O)C2CCN(C(=O)N3CCOc4ccc(Cl)cc43)CC2)cc1
11%,-18%,-7%,CCOc1cc(/C=N\Nc2ncc(F)c(N3CCOCC3)n2)ccc1Oc1nc(Cl)ncc1F
5%,-13%,3%,CN(C)c1ccc(/C=[N+](\[O-])C2N(c3ccccc3)C(=S)SC2(C)C)cc1 (stereo not given)
/,-10%,-7%,C[C@@]12CCC3[C@@](CC[C@@H]4[C@](C)(C(=O)O)CCC[C@@]34C)(C[C@H]1O)C2 (stereo not given in full)
1%,/,0%,C[C@]12c3[nH]c4ccccc4c3CCN1C(=O)C(CC(=O)NCCc1ccccn1)C[C@@H]2C(=O)N1CCCCC1 (stereo not given in full)
2%,12%,10%,CSc1nc(C)c2c(n1)N(c1ccc(C(F)(F)F)cc1)CC2
3%,-1%,-1%,CS(=O)(=O)Nc1ccc(C(=O)Nc2ccc3c(c2)OCO3)cc1
3%,0%,2%,CCC(C)NC(=O)CSc1nnc(-c2ccncc2)n1-c1ccc(OC)cc1 (stereo not given)
8%[21 µM],2%[12.8 µM],/,CCCCc1cc2c(cn1)=C(OC(=O)c1cccs1)C(C)(OC(=O)CC)C(=O)C=2 (stereo not given)
-4%,/,9%,COc1ccc(-c2cc3c(=O)n(CC(=O)Nc4cc(C)ccc4C)ccn3n2)cc1
5%,0%,-15%,c1ccn2cc(-c3ccc4c(c3)OCCO4)nc2c1
1%,2%,-9%,Cc1sc2ncnc(Sc3nnnn3-c3ccc(Cl)cc3)c2c1C
-1%,5%,-11%,Cc1ccc(NC(=O)Cc2ncon2)cc1Cl
7%,/,-3%,COc1cccc2cc(-c3nnc(Nc4c(F)cccc4F)s3)c(=O)oc12
/,-1%,-14%,COc1cc2ccccc2cc1C(=O)Nc1ccncc1
1%,/,19%,O=C(COc1ccccc1F)Nc1ccc(C(=O)OCc2cc(=O)n3nc(C4CC4)sc3n2)cc1
-4%,-7%,4%,CCc1ccccc1NC(=O)CCS(=O)(=O)c1ccc2c(c1)CCCN2C(C)=O

# Not a hit list (roughly 0.53% active in at least one column).
